Assay outcomes: PubChem BioAssay, National Center for Advancing Translational Sciences (NCATS)
USP2a inh – USP2a (human) protease inhibition; O75604; USP2 core, Ub-CHOP2 coupled fluorogenic reporter, 485/531; Potency, µM (series often up to 38.3 µM), for the others: top-dose activity change, negative = inhibition, usual class: inhibitors; 330,000 compounds, 0.01% hits; AID 463254;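 further: potency means the concentration at half of the fitted maximal effect; plate controls were DMSO wells for no effect and full inhibition by NEM control for full effect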
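Cell-free coupled assay: 10nM USP2 core preincubated 30min RT with compound in Tris-HCl pH 8.0/CaCl2/CHAPS buffer, then 25nM Ub-CHOP2 and 25nM reporter substrate; fluorescence (Ex 485/Em 531) read after 60min RT, normalized to NEM inhibition, concentration-response curves fitted.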
B2AR arrestin – beta2AR (human) beta-arrestin recruitment activity; Potency, µM (doses to about 46.1 µM), for inactives: at the top dose activation, usual class: activators; beta-arrestin recruitment to beta2AR, cell-based reporter; 330,000 compounds, 0.02% hits; P07550;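 further: potency means the concentration at half of the fitted maximal effect; 0% = DMSO controls and full agonism = EC100 isoproterenol or metaproterenol; nearly all actives have a fitted effect of over 65% in size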
Target sequence (P07550 whole entry, looked up): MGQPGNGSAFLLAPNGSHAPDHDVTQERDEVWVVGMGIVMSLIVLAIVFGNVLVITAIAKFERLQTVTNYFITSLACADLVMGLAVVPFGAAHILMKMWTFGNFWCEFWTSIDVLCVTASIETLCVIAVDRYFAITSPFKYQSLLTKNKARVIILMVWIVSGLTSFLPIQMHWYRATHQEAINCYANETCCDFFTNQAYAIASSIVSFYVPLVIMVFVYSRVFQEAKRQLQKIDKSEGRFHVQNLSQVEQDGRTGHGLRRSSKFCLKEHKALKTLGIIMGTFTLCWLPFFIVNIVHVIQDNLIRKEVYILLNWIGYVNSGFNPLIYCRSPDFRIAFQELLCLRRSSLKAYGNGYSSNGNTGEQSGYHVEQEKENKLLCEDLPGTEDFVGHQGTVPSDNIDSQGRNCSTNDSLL
BRCA1 expr act – increases BRCA1 expression. AID 624202. Potency, µM (top dose mostly 46.1 µM), without a hit: at the top dose activation, usual class: activators. MCF7-BRCA1-FFLuc reporter, luminescence, 48 h; response scale: scaled: vehicle 0%, 10 µM genistein 100%. 380,000 compounds, 1.1% hits; further: potency means the concentration at half of the fitted maximal effect; nearly all actives have a fitted effect of over 80% in size; some results filed as inactive show a strong effect at the top dose
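MCF7 cells carrying a BRCA1-firefly luciferase reporter (2000 cells/well, phenol-red free MEM) were attached for 2 h at 37 °C, then given compounds for 48 h. Luminescence was read 15 min after luciferase reagent; activity normalized to genistein (10 microM) and DMSO.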
p53 reactivator – restores transcriptional activity of mutant p53; 320,000 compounds, 0.063% hits; AID 504706; H1299 p53-A138V BP100-luciferase reporter, luminescence, 24 h; Potency, µM (series often up to 92.2 µM), for the others: at the top dose activity change, positive = activation, actives largely listed as activators; further: potency means the concentration at half of the fitted maximal effect; % of control where 0% means no effect; nearly all actives have a fitted effect of over 45% in size
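p53-null H1299 cells stably carrying temperature-sensitive p53-A138V and a BP100-luciferase reporter were pinned with compounds (4-point, 1:5 series) and held 24 hrs at 37 deg C. Luminescence was read 10 min after detection reagent.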
TSG101-PTAP inh – blocks PTAP/TSG101 interaction to inhibit HIV-1 budding. Fluorescence polarization, FITC-PTAP peptide / Tsg101 binding. Potency, µM (titrated, usually from 115 µM), for inactives: at the top dose activity change, negative = inhibition, most hits filed as inhibitors. 340,000 tested, under 10 active; active means well fitted inhibition curve with a large enough effect in the main read-out, with a control signal flat, not every such curve was filed as active; inconclusive means small, poorly fitted or top-dose-only effect, or effect the other way, or a change in a side signal; inactive means no such curve, though single readings can be large or run the other way; further: potency means the concentration at half of the fitted maximal effect; % of control where 0% means no effect
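Steps: Tsg101 binding domain dispensed (10 uM final), compounds pinned in DMSO, FITC-labeled PTAP-motif peptide added (50 nM final); after 20 min binding at room temperature, polarization measured.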
uPA surface inh – blocks generation of uPA at the cell surface. 330,000 compounds, 0.31% hits. Potency, µM (highest dose often 38.3 µM), for the others: top-dose activity change, negative = inhibition, actives largely listed as inhibitors. AID 540303. cell surface uPA generation assay, qHTS; active means well fitted inhibition curve with a large enough effect; inconclusive means small, poorly fitted or top-dose-only effect; inactive means no such curve, though single readings can be large or run the other way; tested in mouse RAW 264.7 cells; further: potency means the concentration at half of the fitted maximal effect; on the % scale 0 is the no-effect control and ±100 the full control effect; nearly all actives have a fitted effect of over 55% in size
TRPV1 agonist – activates the human vanilloid receptor TRPV1; Q8NER1; TRPV1-expressing cells, Fluo-8 calcium influx, agonist mode; activation, % at 8.33 µM; 320,000 compounds, 0.19% hits; AID 540275; in the data active means activation above about 80%; inconclusive means between about 30% and that limit; further: 0% is about no effect
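TRPV1-expressing cells were cultured overnight at 35.5C and loaded with Fluo-8 calcium dye for 40 to 90 min at room temperature. After a 10 s baseline, compound was added and calcium influx was read kinetically for 3 min (ex 480/em 520 nm).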
ELG1 genotoxic – induces genotoxicity in HEK293T cells with luciferase-tagged ELG1 | HEK293T ELG1-luciferase reporter, luminescence, 16 h | Potency, µM (highest dose often 46 µM), without a hit: at the highest dose activity change, positive = activation, most hits filed as activators | 330,000 compounds, 1.3% hits; further: potency means the concentration at half of the fitted maximal effect; % of control where 0% means no effect; nearly all actives have a fitted effect of over 60% in size
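HEK293T cells expressing luciferase-tagged ELG1 were exposed to compound or DMSO vehicle for 16 hr at 37 °C and 5% CO2. Luciferase activity was then measured with ONE-Glo after 30 min at room temperature.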
a7 integrin act – activates integrin-mediated alleviation for muscular dystrophy | alpha7betagal myoblasts, beta-gal FDG fluorescence, 48 h | Potency, µM (highest dose often 38.3 µM), for inactives: at the highest dose activation, most hits filed as activators | 350,000 compounds, 0.064% hits | AID 624291;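 further: potency means the concentration at half of the fitted maximal effect; 100% = response of the positive control SU9516; nearly all actives have a fitted effect of over 60% in size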
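alpha7betagal+/- myoblasts (passage 13, 250/well) treated 48 h at 37C with compounds at 1:260 dilution of DMSO stock. Lysed, then beta-galactosidase activity read as FDG fluorescence (ex 480/em 540) after 30 min, with pre-read for autofluorescence.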
Eya2 inh – blocks the phosphatase activity of human Eya2. recombinant Eya2, OMFP fluorescence dephosphorylation (OMFP is methylfluorescein phosphate). Potency, µM (top dose mostly 76.9 µM), without a hit: at the highest dose activity, negative = inhibition, hits mostly inhibitors. O00167. 330,000 compounds, 0.006% hits; further: potency means the concentration at half of the fitted maximal effect; on the % scale 0 is the no-effect control and ±100 the full control effect
Target sequence (O00167 whole entry, looked up): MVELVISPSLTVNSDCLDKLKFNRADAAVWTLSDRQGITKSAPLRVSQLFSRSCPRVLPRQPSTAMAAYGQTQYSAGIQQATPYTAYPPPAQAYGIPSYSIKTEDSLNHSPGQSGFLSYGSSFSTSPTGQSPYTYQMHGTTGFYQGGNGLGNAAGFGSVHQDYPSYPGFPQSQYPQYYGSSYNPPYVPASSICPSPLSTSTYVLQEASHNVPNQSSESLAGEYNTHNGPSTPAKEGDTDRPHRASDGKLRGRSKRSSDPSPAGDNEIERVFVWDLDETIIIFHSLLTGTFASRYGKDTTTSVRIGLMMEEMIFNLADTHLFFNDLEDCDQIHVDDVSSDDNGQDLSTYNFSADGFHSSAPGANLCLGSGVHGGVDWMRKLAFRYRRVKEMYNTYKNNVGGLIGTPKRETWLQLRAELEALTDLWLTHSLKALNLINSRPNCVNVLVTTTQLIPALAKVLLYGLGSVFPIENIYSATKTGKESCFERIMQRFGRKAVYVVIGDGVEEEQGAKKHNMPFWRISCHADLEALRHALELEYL
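Eya2 protein (added as 0.2 uM solution) was preincubated with compound for 10 min at ambient temperature in 50 mM HEPES pH 7.5, 50 mM NaCl, 5 uM MgCl2, 0.05% BSA, 1 mM DTT. OMFP (added at 50 uM) then reacted 10 min; fluorescence read at 485/525 nm.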
S-ASM inh – inhibitors of human secretory acid sphingomyelinase. P17405. placental ASM, HMU-PC fluorogenic substrate, 60 min. Potency, µM (doses to about 57.5 µM), inactives show at the top dose activity change, negative = inhibition, actives largely listed as inhibitors. 340,000 compounds, 0.006% hits. AID 504937; further: potency means the concentration at half of the fitted maximal effect
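Steps: dispense placental human ASM, pin compound, wait 10 min at room temperature, add HMU-PC0 substrate at 9 uM final, incubate 60 min at 37 °C, add stop solution raising pH to 10, read fluorescence.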
An asterisk follows results filed as active; ? = inconclusive; / = no result given; [ ] = remark or other dose. Unless noted, the call rests on the fitted dose curve; in most records, active means well fitted curve in the direction sought with a large enough effect; inconclusive means small, poorly fitted or top-dose-only effect, or another doubt; inactive means no such curve, though single readings can be large; an effect the other way counts as inactive or inconclusive.

nr	SMILES	USP2a inh	B2AR arrestin	BRCA1 expr act	p53 reactivator	TSG101-PTAP inh	uPA surface inh	TRPV1 agonist	ELG1 genotoxic	a7 integrin act	Eya2 inh	S-ASM inh
1	O=C(CSc1nc2ncccc2[nH]1)NCCc1ccccc1	-1%	-0.5%	-2%	1%	-5%	7%	1	1%	-16%	-5%	4%
2	O=C(COC(=O)CNC(=O)c1ccc(Cl)c([N+](=O)[O-])c1)NNC(=O)c1cccs1	1%	-0.6%	-3%	4%	-1%	6%	-1	-2%	2%	14%	1%
3	CC(=O)c1cc(CN2CCN(CCc3ccccc3)C(CCO)C2)cs1 (stereo not given)	2%	0.0%	-14%	-5%	0%	1%	6	-4%	-27%	-5%	-2%
4	O=C(O)CC(c1ccc(Cl)cc1)N1Cc2ccccc2C1=O (stereo not given)	-2%	0.2%	11%	-6%	-2%	8%	-1	-11%	-7%	2%	3%
5	O=C(CCc1ccccc1)NNC(=O)c1ccccc1F	1%	0.1%	0%	-1%	3%	11%	1	1%	16%	-8%	-1%
6	O=C(CSc1nnc2ccccn12)NNC(=O)c1cccc(Cl)c1	0%	-0.1%	1%	3%	-7%	4%	/	1%	4%	2%	2%
7	O=C1/C(=C/c2cccs2)SC(=S)N1c1cccc(O)c1	2%	0.4%	4%	11%	0%	-2%	-1	4%	-10%	-26%	-17%
8	COc1ccc(C(C)=O)cc1CC(=O)Nc1ccccc1-c1ccccc1	5%	-0.3%	7%	-8%	-1%	2%	21	-2%	-21%	1%	0%
9	CCOC(=O)C1CCCN(CC(=O)Nc2c(F)c(F)c(F)c(F)c2F)C1 (stereo not given)	-2%	0.4%	-3%	-1%	-4%	4%	1	-5%	2%	-4%	4%
10	CCC(=O)Nc1ccc(S(=O)(=O)NCC2CCCO2)cc1 (stereo not given)	0%	-0.1%	4%	-1%	-11%	14%	-2	0%	20%	3%	0%
11	COc1ccc(OCC(=O)OCC(=O)NC2CCCC2)cc1	-2%	-0.6%	-8%	0%	-2%	3%	/	2%	7%	-3%	1%
12	CCOc1ccc2nc(SCC(=O)NC3CC3)sc2c1	1%	2.3%	50%	-2%	1%	-24%	27	-8%	-11%	-21%	2%
13	CC(=O)c1cnc2c(-c3ccccc3)c(C)nn2c1C	-4%	-0.6%	-1%	1%	-4%	-3%	-1	5%	-10%	2%	-8%
14	O=C(NCc1ccc2c(c1)OCO2)C1COc2ccccc2O1 (stereo not given)	0%	-1.0%	-10%	23%	-1%	4%	9	6%	29%	-5%	0%
15	CN1CCN(c2ccc(S(=O)(=O)N3CCCCC3)cn2)CC1	4%	-0.5%	-8%	0%	-2%	5%	0	0%	-21%	24%	2%
16	C=CCc1ccccc1OCC(=O)O	2%	-0.5%	-17%	-1%	-2%	9%	1	1%	-14%	?	0%
17	CC/C(=C/c1sc2ccccc2[n+]1CC)SC	4%	-0.4%	-26%	5%	-5%	-2%	-1	-2%	-34%	0%	2%
18	Cc1ccccc1N(CC(=O)NC1CCCC1)C(=O)CS(=O)CC(=O)Nc1ccc2c(c1)OCO2 (stereo not given)	6%	0.5%	12%	3%	/	-5%	0	-3%	5%	-7%	4%
19	CCOC(=O)c1cc(C#N)c(Nc2ccccc2OC)nc1C(F)(F)F	4%	-1.2%	2%	-1%	-2%	-5%	/	-3%	21%	-1%	31%
20	O=C(Nc1cccc(F)c1)NC1CCCc2ccccc21 (stereo not given)	0%	-0.4%	-25%	-6%	0%	7%	?	-7%	-6%	-2%	-3%
21	CCOCCCNC(=O)CSc1ccccc1	-1%	0.2%	7%	11%	-3%	2%	0	8%	-15%	-20%	1%
22	Cn1c(SCC(=O)NCc2ccc3c(c2)OCO3)nnc1-c1cccs1	-3%	0.1%	-3%	4%	-4%	1%	2	3%	-12%	-5%	-1%
23	Cc1ccccc1C(=O)NC(=S)Nc1ncccn1	1%	-0.2%	103%	/	0%	-4%	2	?	7%	0%	4%
24	Cc1cccc(C)c1NC(=O)CN(C)CC(=O)Nc1ccccc1Br	-2%	-0.3%	-12%	4%	-8%	6%	3	-3%	-4%	19%	0%
25	COc1ccc(-c2cc([C@H]3[C@@H]4C=CCC[C@@]4(C)C(=O)N3Cc3ccccc3)ccc2F)cc1OC	-2%	-0.6%	0%	-2%	-6%	?	4	-1%	-3%	-10%	-19%
26	CCC(=O)OCCn1c(=O)c2ccccc2c2ccccc2c1=O	0%	-0.2%	-9%	2%	0%	23%	-2	0%	-1%	-7%	-2%
27	Cc1ccc(C(=O)NCC(=O)OCCOc2ccccc2Cl)cc1	-3%	-1.0%	13%	?	0%	-1%	?	7%	28%	1%	-1%
28	COc1ccc(CCNC(=O)CSc2nnc(-c3cccc(F)c3)o2)cc1OC	0%	0.4%	-20%	-3%	-12%	-7%	-1	1%	0%	12%	1%
29	OC[C@@H]1CCCN1Cc1cn(-c2ccccc2)nc1-c1ccc2c(c1)OCO2	2%	0.1%	-17%	-2%	-3%	-5%	7	-2%	-26%	-7%	2%
30	CS(=O)(=O)c1cccc(NC(=O)C2CC2)c1	1%	0.0%	-7%	1%	1%	-3%	-3	1%	0%	8%	3%

Overlap with the part before: 2 compounds, followed by the next part.
nr	SMILES	USP2a inh	B2AR arrestin	BRCA1 expr act	p53 reactivator	TSG101-PTAP inh	uPA surface inh	TRPV1 agonist	ELG1 genotoxic	a7 integrin act	Eya2 inh	S-ASM inh
29	OC[C@@H]1CCCN1Cc1cn(-c2ccccc2)nc1-c1ccc2c(c1)OCO2	2%	0.1%	-17%	-2%	-3%	-5%	7	-2%	-26%	-7%	2%
30	CS(=O)(=O)c1cccc(NC(=O)C2CC2)c1	1%	0.0%	-7%	1%	1%	-3%	-3	1%	0%	8%	3%
31	CN1CC(c2ccccc2)C2(COc3ccccc3C2=O)C12C(=O)Nc1ccccc12 (stereo not given)	0%	-0.3%	-40%	8%	-2%	-4%	25	-5%	21%	5%	-4%
32	O=C(/C=C/c1ccc([N+](=O)[O-])cc1)OCC(=O)N1CCOCC1	2%	0.3%	11%	6%	-8%	?	/	0%	7%	-9%	1%
33	CN1CCN(C=Nc2nc3ccccc3nc2N2CCCC2)CC1	1%	0.1%	2%	10%	-1%	/	-1	0%	?	5%	/
34	Cc1cccc(C(=O)Nc2ccccc2C(=O)OCc2c(C)noc2C)c1	1%	-0.7%	-10%	-8%	-4%	1%	4	-1%	-3%	-5%	6%
35	CCCn1cc(S(=O)(=O)c2ccc(F)cc2)c(=O)c2cc(OCC)ccc21	1%	-1.1%	-2%	-10%	-9%	-18%	?	-3%	0%	2%	-1%
36	Cc1cccn2c(=O)nc(SCC(=O)NCCc3ccccc3)nc12	-1%	0.2%	-27%	5%	-1%	-5%	-1	1%	2%	1%	/
37	COc1ccc(S(=O)(=O)CCC(=O)Nc2cc(C)ccc2OC)cc1	-1%	0.4%	-1%	-4%	-1%	11%	3	-4%	7%	-17%	3%
38	CN1CCN(c2cc(-c3ccccc3)nc3cc(-c4ccc(F)cc4)nn23)CC1	-1%	-0.6%	-94%[inhibitor]	3%	-7%	-8%	22	-17%	-13%	-8%	273%[activator]
39	COc1ccc(C)cc1NC(=O)c1ccc(CN2CCc3ccccc3C2)cc1	-2%	-0.5%	-31%	5%	-1%	1%	4	-7%	-6%	-5%	4%
40	COc1ccc(NC(=O)c2c3c(nc4ccccc24)CCN(Cc2ccccc2)C3)c(OC)c1	3%	0.5%	-9%	-8%	-8%	-3%	-5	-5%	-2%	-5%	14%
41	Cn1nc([N+](=O)[O-])nc1Oc1ccccc1	2%	0.0%	17%	0%	0%	/	1	0%	18%	25%	1%
42	CC(C)CNC(=O)C(=O)NNC(=O)c1ccco1	2%	-0.7%	-4%	-1%	-3%	2%	2	2%	-11%	-2%	2%
43	CCOc1ccc(NS(=O)(=O)c2ccc(NS(=O)(=O)c3ccc(SC)cc3)cc2)cc1	-4%	-0.2%	4%	6%	/	-13%	4	-8%	10%	-13%	-14%
